High-throughput results: PubChem BioAssay, several laboratories
STAT3 inh: inhibitors of IL-6 induced STAT3 signaling; 190,000 tested, 0.89% active; inhibition, % at 5.5 µM; U3A cells, IL-6 STAT3-luciferase reporter, luminescence; host cell line lacks STAT1; AID 862;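 active = inhibition above the mean inhibition across all screened compounds plus 3 SD, cut at about 44% in these data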;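 also: 0% = DMSO only wells and 100% = 100 µM nifuroxazide control wells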
STAT3 act: increases IL-6 driven STAT3 reporter signal | 190,000 tested, 0.91% active | activation (% of control), % at 5.6 µM | AID 871 | U3A cells, IL-6 STAT3-luciferase reporter, luminescence; 100% = signal with IL-6 EC80 alone;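 active = activation above the screen-wide mean of compound activation plus 3 SD, cut at about 130% in these data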;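 also: 0% = background luminescence of wells with medium and substrate only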
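Material: STAT1-lacking human U3A cells, STAT3 luciferase reporter | Benchmarks: IL-6-only wells as 100% reference | Probe or stimulus: IL-6 (33 ng/mL) | Timing: Compound 1 h, then IL-6 6 h at 37 °C | Detection: Luminescence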
STAT1 act: STAT1 signaling activation; NIH 3T3 STAT1-luciferase reporter, IFN-gamma, luminescence; 100% = IFN-gamma alone, no compound; activation (% of control), % at 5.5 µM; 200,000 tested, 2.6% active;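 active = activation above the screen-wide mean activation plus 3 SD, cut at about 130% in these data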;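 also: raw ratio to IFN-gamma control signal so 100% means no change and 0% no light; values of inactives mirror those of a sister screen read the other way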
APP 5UTR inh: APP translation inhibition. SH-SY5Y APP 5'UTR-luciferase reporter, luminescence. inhibition, % at 2 µM. 190,000 tested, 0.82% active;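 active = inhibition above a set limit, derived from the sample mean plus 3 SD, cut at about 45% in these data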; also: values of inactives mirror those of a sister screen read the other way
STAT1 blocker: reduces IFN-gamma driven STAT1 reporter signal | NIH 3T3 STAT1-luciferase reporter, luminescence | inhibition, % at 5.5 µM | 200,000 tested, 0.35% active | AID 920;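 active = inhibition above a set limit, the mean inhibition across all tested compounds plus 3 SD, cut at about 34% in these data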;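 also: 0% = IFN-gamma with DMSO and 100% = IFN-gamma with 300 µM nifuroxazide; values of inactives mirror those of a sister screen read the other way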
G6PDH counter: inhibits Leuconostoc G6PDH, flagging false hits in G6PDH-based assays; Purified L. mesenteroides G6PDH, diaphorase/resazurin coupled fluorescence, 45 min; inhibition, % at 5 µM; 200,000 tested, 0.12% active; AID 1020; in the data active = inhibition above about 50%
Hsp70 activator: transcriptional activators of Hsp70. HeLa Hsp70 promoter luciferase reporter, luminescence; scaled: vehicle 0, proteasome-inhibitor control 100%. activation, % at 10 µM. 200,000 tested, 0.04% active;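 active = activation above the mean across all tested compounds plus 3 SD, cutoff set per campaign, cut at about 5.5% in these data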;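 also: 100% = MG132 at 30 µM as the positive control and 0% = DMSO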
TLR4-MyD88 BLA: inhibitors of human TLR4-MyD88 binding | 200,000 tested, 0.18% active | inhibition, % at 8.4 µM | HeLa CL3-4 TLR4/MyD88 BLA complementation, FRET ratio | AID 861; in the data active = inhibition above about 25%;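 also: 0% = vehicle and 100% = reference inhibitor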
Target sequence (O00206 whole entry, looked up): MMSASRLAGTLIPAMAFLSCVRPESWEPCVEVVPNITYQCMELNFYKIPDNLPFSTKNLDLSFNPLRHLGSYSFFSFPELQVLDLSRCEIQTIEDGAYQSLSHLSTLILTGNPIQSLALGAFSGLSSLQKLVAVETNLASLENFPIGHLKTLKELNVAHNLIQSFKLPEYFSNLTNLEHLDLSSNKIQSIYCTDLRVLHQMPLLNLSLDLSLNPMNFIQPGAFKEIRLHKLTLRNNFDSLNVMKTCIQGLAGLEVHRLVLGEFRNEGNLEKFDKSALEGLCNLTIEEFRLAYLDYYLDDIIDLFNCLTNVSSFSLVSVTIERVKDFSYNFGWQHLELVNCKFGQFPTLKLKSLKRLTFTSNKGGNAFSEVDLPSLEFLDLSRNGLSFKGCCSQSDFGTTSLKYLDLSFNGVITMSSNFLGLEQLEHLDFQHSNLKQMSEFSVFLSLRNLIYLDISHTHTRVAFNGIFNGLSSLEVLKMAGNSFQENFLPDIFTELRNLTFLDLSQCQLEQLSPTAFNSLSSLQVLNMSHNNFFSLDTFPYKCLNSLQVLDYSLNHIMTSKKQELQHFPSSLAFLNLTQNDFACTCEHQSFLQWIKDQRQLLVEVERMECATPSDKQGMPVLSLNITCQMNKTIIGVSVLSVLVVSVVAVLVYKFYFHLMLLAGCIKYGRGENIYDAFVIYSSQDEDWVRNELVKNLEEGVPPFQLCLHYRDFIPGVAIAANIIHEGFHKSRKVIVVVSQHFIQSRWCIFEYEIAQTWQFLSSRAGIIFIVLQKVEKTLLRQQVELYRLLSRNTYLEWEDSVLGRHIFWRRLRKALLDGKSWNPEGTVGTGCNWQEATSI
Target sequence (Q99836 whole entry, looked up): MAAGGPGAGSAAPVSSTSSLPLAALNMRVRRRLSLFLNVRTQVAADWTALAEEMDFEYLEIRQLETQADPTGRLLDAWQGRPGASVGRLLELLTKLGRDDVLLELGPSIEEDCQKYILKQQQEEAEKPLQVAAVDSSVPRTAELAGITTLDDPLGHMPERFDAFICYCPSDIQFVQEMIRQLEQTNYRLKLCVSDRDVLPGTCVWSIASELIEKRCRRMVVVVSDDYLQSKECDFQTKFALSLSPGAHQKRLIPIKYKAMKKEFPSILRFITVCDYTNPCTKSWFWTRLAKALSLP
Diaph inh CS: inhibits diaphorase or chemically oxidizes, flagging diaphorase assay artifacts. 190,000 tested, 0.69% active. diaphorase resazurin-to-resorufin fluorescence, NADH, 16 min; bacterial (C. kluyveri) enzyme, not human. AID 1217. inhibition, % at 20 µM;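 active = primary screen inhibition at 20 µM above a set limit, cut at about 50% in these data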;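 also: plate controls were DMSO with full reaction for no effect and wells lacking NADH for full effect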
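Test system: bacterial diaphorase enzyme (C. kluyveri); Quantity: 0.14 U/mL diaphorase, enzyme working solution; Times: reaction incubation of 16 min at room temperature; Measured by: fluorescence of resorufin formed from resazurin, Ex 544/Em 590 nm; Benchmarks: positive control minus NADH, DMSO neutral control.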
Diaphorase act: counter-screen for diaphorase-based assays: diaphorase activators and chemical reducers | Diaphorase/resazurin coupled assay, resorufin fluorescence, 16 min; hits give high values; 1 = vehicle wells, 0 = NADH-free wells | activation factor at 20 µM | 190,000 tested, 0.005% active;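 active = diaphorase activity raised at least twofold by the compound at 20 µM; inactive = activation factor below 2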
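Material: purified diaphorase enzyme from Clostridium kluyveri; Also added: 0.114 mM NADH and 0.1 mM resazurin, final amounts; Doses: single compound dose of 20 µM, 1% DMSO final; Times: 16 min enzyme reaction, ambient temperature; Detection: resorufin fluorescence, excitation 544 nm, emission 590 nm; Measure: increased resorufin signal from activators or reducing compounds.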
Starred values were filed as active, the others as inactive.

Structure,Diaph inh CS,Hsp70 activator,STAT3 act,G6PDH counter,APP 5UTR inh,TLR4-MyD88 BLA,STAT1 act,Diaphorase act,STAT3 inh,STAT1 blocker
CC(C)COC(=O)Nc1ccc(C(=O)O)cc1,7,-0.1,105,6,-8,3,103,0.9,-1,-3
Cc1cc(=O)[nH]c(N/N=C/C=C/c2ccccc2)n1,6,-0.3,95,10,-1,-12,94,0.9,14,7
Cc1ccc(OCc2nc(-c3ccccn3)no2)cc1,14,-0.1,92,0,-139,3,127,0.9,14,-29
Cc1cc(OCC(=O)N(C)C)c2c(-c3ccccc3)cc(=O)oc2c1,25,-0.2,96,6,10,-7,96,0.7,13,4
O=C(Cc1ccccc1)Nc1c2c(nn1-c1cccc(Cl)c1)CS(=O)(=O)C2,13,-0.1,99,-4,-3,1,94,0.9,4,6
CC(=O)N1N=C(c2ccc(Br)cc2)OC1(C)CC(=O)Nc1ccccc1 (centres undefined),15,-0.2,102,13,-19,-10,101,0.8,-3,-1
COc1ccc(S(=O)(=O)/N=C2/NC(=O)/C(=C\c3cc(OC)c(OC)cc3[N+](=O)[O-])S2)cc1,0,-0.3,98,7,6,14,100,1,3,1
Cc1ccc2oc(-c3cccc(NC(=O)Cn4cnc5c(=O)n(C)c(=O)n(C)c54)c3)nc2c1,3,-0.5,97,0,-94,10,113,1,4,-15
COc1cc(/C=N/N2CCOCC2)ccc1OC(=O)c1ccco1,10,-0.3,109,1,-16,12,99,0.9,-10,-1
N#CC(c1ccccc1)c1ccc2c(C(F)(F)F)cc(C(F)(F)F)nc2n1 (centres undefined),6,-0.2,81,-2,-22,13,82,0.9,27,20
O=C(NCCC1=CCCCC1)c1cc(-c2ccccn2)nc2ccccc12,5,-0.3,102,-2,2,12,104,1,-1,-6
Nc1ccc2nc(SCC(=O)N3CCOCC3)sc2c1,31,0.0,106,7,-6,-7,110,0.7,-6,-12
COc1ccc(OC)c(NC(=O)c2c3c(nc4ccccc24)CCC3)c1,3,0.1,110,1,13,-4,102,1,-2,-2
CC(C)(C)OC(=O)N1CCC[C@H]1c1nnc(SCc2c(F)cccc2Cl)o1,15,-0.4,99,-3,2,4,95,0.9,4,5
S=C(NCc1ccco1)N1CCC(c2nc3ccccc3o2)CC1,4,-0.2,93,12,21,4,96,1,10,4
O=C(O)c1cc(-c2ccc(Cl)cc2)n(-c2ccccc2)n1,5,1.1,97,11,24,-8,101,1,12,-1
CC(=O)c1cccc(NC(=O)COC(=O)C2=COCCO2)c1,4,0.8,104,4,22,-5,101,1,-1,-1
COc1ccccc1NC(=O)CCCC(=O)OCC(F)(F)C(F)F,8,0.2,97,9,6,6,104,0.9,8,-5
Cc1ccc(C(=O)N[C@H](C(=O)OCc2cc(=O)oc3cc(C)ccc23)C(C)C)cc1,13,-0.2,105,-10,-10,12,99,0.9,-11,1
CC1(C(=O)N(CC(=O)NC2CCCC2)Cc2ccco2)CC(=O)N=C2C=CC=CN21 (centres undefined),18,-0.2,103,-2,-10,-12,101,0.8,2,-1
Cc1ccc(C)c(CSc2ccc3nnc(-c4ccccn4)n3n2)c1,7,0.1,101,-8,-5,-3,97,0.9,2,1
Cc1ccc(-c2c3c(=O)n(C)c(=O)n(C)c3cn2Cc2ccccn2)cc1,6,0.1,105,2,3,-18,104,0.9,-4,-4
c1ccn2c(SCc3ccc4c(c3)OCO4)nnc2c1,16,0.3,101,15,-11,9,107,0.8,2,-8
O=C(CN(c1ccccn1)S(=O)(=O)c1ccc(F)cc1)Nc1ccccc1,7,-0.6,100,-7,7,15,106,0.9,3,-7

Profiles, looked up by structure. Values in the order: Diaph inh CS | Hsp70 activator | STAT3 act | G6PDH counter | APP 5UTR inh | TLR4-MyD88 BLA | STAT1 act | Diaphorase act | STAT3 inh | STAT1 blocker
Results for Cc1ccc(-c2c3c(=O)n(C)c(=O)n(C)c3cn2Cc2ccccn2)cc1 = 6 | 0.1 | 105 | 2 | 3 | -18 | 104 | 0.9 | -4 | -4
Results for CC(C)(C)OC(=O)N1CCC[C@H]1c1nnc(SCc2c(F)cccc2Cl)o1 = 15 | -0.4 | 99 | -3 | 2 | 4 | 95 | 0.9 | 4 | 5
Results for c1ccn2c(SCc3ccc4c(c3)OCO4)nnc2c1 = 16 | 0.3 | 101 | 15 | -11 | 9 | 107 | 0.8 | 2 | -8
Results for CC(=O)c1cccc(NC(=O)COC(=O)C2=COCCO2)c1 = 4 | 0.8 | 104 | 4 | 22 | -5 | 101 | 1 | -1 | -1

The results go on.
Structure,Diaph inh CS,Hsp70 activator,STAT3 act,G6PDH counter,APP 5UTR inh,TLR4-MyD88 BLA,STAT1 act,Diaphorase act,STAT3 inh,STAT1 blocker
CC(NC(=O)c1ccco1)C(c1cccs1)N1CCN(c2ccccc2)CC1 (centres undefined),24,-0.3,96,-15,-10,-4,94,0.8,4,4
CCc1ccc(/C=C2\Oc3cc(OC(=O)N4CCOCC4)ccc3C2=O)cc1,26,-0.4,98,13,1,-3,103,0.7,0,-4
CC1(C)CC(=O)C(C=NCCN2CCN(C3CC(=O)N(c4ccc(Cl)c(Cl)c4)C3=O)CC2)=C(O)C1 (centres undefined),4,-0.2,100,7,12,-10,104,1,4,-6
O=C(NC(=S)Nc1ccc(CN2CCOCC2)cc1)c1cccc([N+](=O)[O-])c1,9,-0.4,103,11,17,-13,105,0.9,0,-5
COc1cc2cc(CN(Cc3cccs3)C(=S)Nc3cccc(C)c3)c(=O)[nH]c2cc1OC,10,-0.4,81,10,31,4,96,0.9,28,4
NC(=O)COC(=O)CCCSc1nc2ccccc2s1,8,-0.3,108,3,-2,-12,96,0.9,-4,3
COc1ccc(OC)c2c1sc(=NC(=O)c1cccc(N3C(=O)CCC3=O)c1)n2C,19,0.9,105,-49,1,12,101,0.8,-1,-1
Clc1ccc(OCCCc2nc(-c3ccncc3)no2)c(Cl)c1,18,-0.3,90,-1,-3,8,100,0.8,16,0
CCn1c(SCC(=O)Nc2ccc(S(N)(=O)=O)cc2)nnc1-c1ccccc1OC,2,-0.3,107,-1,2,18,106,1,-4,-7
Clc1ccc(OCCCN2CCCC2)cc1Cl,18,-0.1,98,1,-22,-6,93,0.8,5,8
COC(=O)c1[nH]c2ccccc2c1NC(=O)CCN1CCSCC1,5,-0.4,102,12,-11,-16,97,0.9,2,4
C=C(C)Cn1c(=S)[nH]c2ccccc2c1=O,10,-0.2,96,-8,6,-11,97,0.9,5,3
COc1cc(/C=N/O)cc(Br)c1OS(=O)(=O)c1ccc(C)cc1,32,-0.1,102,10,1,-9,84,0.7,8,18
CC1CC(C)(C)NC(=S)N1CCC(=O)Nc1ccc2c(c1)OCCO2 (centres undefined),7,0.4,106,-1,-11,2,104,0.9,1,-6
CCOC(=O)C1CCCN(c2cc(=O)n(-c3ccccc3Cl)c(=O)[nH]2)C1 (centres undefined),4,-0.2,106,0,8,-3,106,1,-8,-9
CCN(CC)c1ccc(/C=N/NC(=O)C(O)c2ccccc2)cc1 (centres undefined),-3,-0.1,101,9,12,7,110,1,4,-12
O=C(Nc1cnc2ccccc2c1)c1ccco1,9,-0.2,73,6,-157,-5,152*,0.9,35,-58
Cc1ccc(Oc2ncccc2/C=N/O)cc1,10,-0.4,106,5,-8,1,97,0.9,-7,4
Cc1ccccc1C1CC(c2ccc(Br)cc2)Nc2nc(N)nn21 (centres undefined),14,0.0,98,8,-8,3,97,0.9,7,4
COc1ccccc1-c1n[nH]c(=S)n1Cc1ccco1,5,-0.1,121,0,-1,-1,104,1,-16,-6
CCOC(=O)c1sc(N2N=C(C)/C(=C\c3ccc(OCC(=O)OC)cc3)C2=O)nc1C,4,-0.5,101,0,2,5,102,1,2,-3
Cc1ccc(NC(=O)COc2ccc(Br)cc2C)cc1,11,0.0,100,5,-27,7,98,0.9,3,2
C#CCOCCOCCOCCNc1nc(N2CCN(C(=O)Cn3cc(CCCCN)nn3)CC2)nc(N2CCN(C(=O)[C@H](C(C)C)n3cc(CCO)nn3)CC2)n1,18,0.0,97,16,-1,-1,91,0.8,1,10
Cc1cc(OCCOCCN(C)C)ccc1Cl,29,-0.5,92,5,6,-3,103,0.7,7,-1
Cc1ccc(S(=O)(=O)N2CCN(c3ccnc4cc(Cl)ccc34)CC2)cc1,23,-0.1,109,5,-30,-1,87,0.8,2,13
COc1ccc(O)c(CN2CCN(CCc3ccccc3)C(CCO)C2)c1 (centres undefined),14,-0.2,95,17,-4,3,96,0.9,12,4
CCC(=O)Nc1ccc(NC(=O)Cc2ccccc2)cn1,16,0.0,99,3,-5,-20,108,0.8,3,-9
COc1cc2c(C(=O)N3CCOCC3)c(CSc3ccccc3)n(C)c2cc1Br,25,-0.2,101,3,-8,6,89,0.7,11,11
COc1ccc(N2CCN(Cc3nc4c(c(=O)n(C)c(=O)n4C)n3Cc3cccc(C)c3)CC2)cc1,10,-0.2,113,-26,6,5,102,0.9,-16,-1
O=C(CSc1nnc2c3c4c(sc3ncn12)CCCC4)NCc1ccco1,12,0.1,105,17,4,12,104,0.9,-3,-4
CCOCCCNC(=O)C1c2ccccc2C(=O)N2CCc3ccccc3C12 (centres undefined),13,-0.4,108,6,-23,-4,101,0.9,-5,-1
COCCCNC(=O)c1cc2c(=O)n(C)c3ccccc3c2n1C,20,-0.2,91,-2,-20,2,106,0.8,19,-7
COc1ccc(CC(=O)Nc2ccc(S(=O)(=O)N(C)C)cc2)cc1OC,9,-0.2,98,5,3,-2,99,0.9,5,1
Cc1ccn(S(=O)(=O)c2ccc(C(C)(C)C)cc2)n1,4,-0.1,96,1,-33,13,99,1,7,3
CCOC(=O)c1nnsc1NC(C)=O,14,-0.3,106,-12,-3,-20,108,0.9,1,-8
O=C(Nc1ccccc1)c1ccc(-c2ccccc2C(F)(F)F)o1,14,-0.2,102,12,-51,-8,120,0.9,-5,-22
CCOC(=O)c1ccc(NC(=O)CC2NCCNC2=O)cc1 (centres undefined),19,-0.3,100,5,-17,-15,98,0.8,4,2
Cc1nnc(C)n1/N=C/c1ccc(C(=O)O)cc1,15,-0.5,102,17,0,-7,101,0.9,4,-1
Cc1oc(-c2ccccc2F)nc1CN1CCC(C(=O)NC2CCCCCCC2)CC1,10,0.5,99,5,5,-1,102,0.9,4,-3
O=C(O)C[C@@H](O)C(=O)O,3,-0.4,102,11,-5,15,99,1,0,2
